Screens as filed in PubChem BioAssay.
HSF1 inh = HSF1 inhibition; 0.77% of 300,000 active; activity change, negative = inhibition, % at 7.5 µM (by protocol); NIH3T3-HGL HSE-luciferase, MG132-induced, luminescence 8 h; hits give low values;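 active = more than half of replicate wells show activity change below -50%, luminescence cut by over half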;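 also: luciferase reports HSF-1 transcriptional activity via heat shock element; 0% = median of DMSO wells and -100% = zero luminescence signal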
KLF5 inh = inhibitors of KLF5 expression; inhibition, % at 5 µM; AID 1700; DLD-1 KLF5 promoter-luciferase reporter, luminescence; 0.23% of 290,000 active;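 active = inhibition above a per-plate limit of that plate's mean compound inhibition plus 3 SD, cut at about 60% in these data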;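 also: 0% = DMSO wells and 100% = LY294002 at 200 µM; higher means less KLF5 promoter-driven luciferase light; inactives centre near -14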
AI-2 QS mod = modulates the Vibrio harveyi AI-2 quorum sensing system; Vibrio harveyi JMH597 AI-2 luminescence/OD600 ratio, 9 h; hits give low values; strain lacks LuxN and CqsS sensors; 0 = neutral-control median; activity change, % at 7.5 µM; 0.4% of 300,000 active; AID 2094; in the data active = activity change below about -75%, passing the limit was not always enough;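 also: luminescence divided by OD600 gain over 9 h not by final OD600 alone; inactives centre near 13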
GSK3beta inhib = inhibitors of human GSK3beta kinase; 0.038% of 300,000 active; AID 2097; activity score (negative = inhibition), % at 10 µM; P49841; GST-GSK3beta kinase, ADP-Glo luminescence, 60 min; hits give low values;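 active = more than half of replicate wells score below -50%, meaning over 50% inhibition versus plate controls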;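 also: 0% = median DMSO wells and -100% = median GW8510 positive control wells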
Target sequence (P49841 whole entry, looked up): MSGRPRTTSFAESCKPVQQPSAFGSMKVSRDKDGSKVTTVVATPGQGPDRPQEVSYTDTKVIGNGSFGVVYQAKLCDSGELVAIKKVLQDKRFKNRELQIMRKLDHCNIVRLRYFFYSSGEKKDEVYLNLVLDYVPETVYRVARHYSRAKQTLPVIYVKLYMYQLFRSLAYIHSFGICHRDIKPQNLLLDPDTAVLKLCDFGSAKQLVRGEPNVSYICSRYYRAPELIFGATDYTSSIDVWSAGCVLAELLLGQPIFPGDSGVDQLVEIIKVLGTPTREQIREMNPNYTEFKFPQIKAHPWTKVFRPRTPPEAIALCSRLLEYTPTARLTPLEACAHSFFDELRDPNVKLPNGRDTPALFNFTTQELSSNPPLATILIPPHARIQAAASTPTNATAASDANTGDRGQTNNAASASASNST
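Test system: GST-tagged human GSK3beta kinase, cell-free; evaluation: activity score scaled between in-plate DMSO and GW8510 controls; measured by: ADP-Glo luminescence; incubation: 60 min reaction, RT; benchmarks: DMSO and 20 µM GW8510; reagent: peptide substrate plus 25 µM ATP (final); medium: Tris/MgCl2 kinase buffer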
aSyn 5UTR inh = 5' untranslated region of α-synuclein, MLPCN primary screen | alpha-synuclein 5'UTR reporter, inhibitor activity | inhibition, % (tested at 7.5 µM) | 0.82% of 300,000 active; in the data active = inhibition above about 60%;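 also: H4 neuroglioblastoma cells stably carrying SNCA 5'UTR luciferase fusion; 0% = DMSO wells and 100% = positive control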
GSK3A inh = human GSK-3 alpha kinase inhibition. P49840. ADP-Glo luminescence, 60 min. inhibition, % at 10 µM. 0.1% of 320,000 active. AID 2650;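 in the data active = inhibition above about 50%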;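 also: GST-tagged GSK-3 alpha with peptide substrate and 25 µM ATP; 0% = DMSO neutral wells and 100% = GW8510 positive control wells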
Target sequence (P49840 whole entry, looked up): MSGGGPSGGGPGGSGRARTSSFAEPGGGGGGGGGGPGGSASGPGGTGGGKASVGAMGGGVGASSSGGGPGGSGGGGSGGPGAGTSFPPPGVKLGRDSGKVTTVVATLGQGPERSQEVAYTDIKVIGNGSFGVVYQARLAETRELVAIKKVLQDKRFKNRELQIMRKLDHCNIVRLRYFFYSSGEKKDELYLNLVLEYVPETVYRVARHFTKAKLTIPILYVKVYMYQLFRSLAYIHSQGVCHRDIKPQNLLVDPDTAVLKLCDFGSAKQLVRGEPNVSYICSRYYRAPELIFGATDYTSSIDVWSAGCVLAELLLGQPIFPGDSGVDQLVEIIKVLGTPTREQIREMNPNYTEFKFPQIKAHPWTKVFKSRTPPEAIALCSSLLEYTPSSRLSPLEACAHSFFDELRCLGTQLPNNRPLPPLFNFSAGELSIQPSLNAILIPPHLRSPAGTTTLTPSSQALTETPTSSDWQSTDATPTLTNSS
HSF-1 act = increases HSF-1 driven luciferase reporter signal; NIH3T3-HGL HSF-1 luciferase reporter, MG132, 8 h; 100% = twice DMSO control signal; activation, % at 9 µM; 1.7% of 300,000 active; AID 504408;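 active = mean replicate activation of at least 50% with a set share of replicates each reaching 50%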;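 also: 0% = median of the neutral control wells and 100% = twice that signal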
PolyA inh = yeast polyadenylation inhibition. S. cerevisiae SKY197-pL101 polyadenylation reporter, beta-gal luminescence; efflux-impaired pdr1/pdr3 knockout yeast; score 100 = 6 SD above DMSO. calls only at 12 µM. 0.02% of 300,000 active;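 active = lowest replicate activity score at least 50, where 100 means six control SD above control mean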;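 also: yeast exposed to compound for 9 h at 30 °C; higher score means more reporter readthrough which indicates perturbed polyadenylation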
IEC-6 cytotox = IEC-6 cytotoxicity, counter-screen for KLF5 inhibitors. inhibition, % at 5 µM. luminescence viability. 0.78% of 290,000 active; in the data active = inhibition above about 22%;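 also: 0% = plate median of test compound wells and 100% = cytotoxic reference compound wells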
HSP90 inh = HSP90 refolding inhibition in rabbit reticulocyte lysate; luciferase refolding luminescence, 3 h; inhibition, % at 5.6 µM; 0.91% of 290,000 active;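 active = inhibition above the screen-wide mean plus 3 SD, computed separately per campaign, cut at about 16% in these data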;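 also: 0% = DMSO wells and 100% = 60 µM geldanamycin wells; inhibitors lower the luminescence because luciferase stays unfolded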
* marks the source's active call; other numbers are inactive results; i = inactive; . = no result given. An excerpt; rates above refer to the full screens.

SMILES	HSF1 inh	KLF5 inh	AI-2 QS mod	GSK3beta inhib	aSyn 5UTR inh	GSK3A inh	HSF-1 act	PolyA inh	IEC-6 cytotox	HSP90 inh
CCOC(=O)N1CCN(Cc2cc(=O)oc3ccc(Cl)cc23)CC1	-8	-6	17	3	3	-3	11	i	-1	1
N#Cc1nn(-c2ccccc2)nc1N1CCCCC1	12	-10	10	-3	-33	-1	38	i	-5	0
COc1ccc(Nc2cc(=O)n(C3CCCCC3)c(=O)[nH]2)c(OC)c1	-1	-21	16	0	37	1	-3	i	-2	4
COC(=O)c1sccc1NC(=O)CC1C(=O)NCCN1C(=O)Nc1ccc(F)cc1F (stereo unspecified)	-4	-15	14	0	-1	0	-2	i	2	-1
COC(=O)c1c(Cl)c2n3ccccc3c(C)c(-c3ccccc3)c-2c1C(=O)OC	-3	-16	-2	-2	3	.	-3	i	-3	2
NC(=O)[C@@H]1CC2(CC(c3cccc(NC(=O)CC(c4ccccc4)c4ccccc4)c3)=NO2)CN1C(=O)c1ccc(Cl)cc1 (stereo partly specified)	-2	.	17	3	22	-4	0	i	.	.
CCn1c(SCC(=O)NC2CCCCC2)nc2c(c1=O)SC(C)C2 (stereo unspecified)	-1	-20	9	2	11	3	10	i	6	3
CCn1c(SCC(=O)NCC2CCCO2)nnc1-c1ccc(S(=O)(=O)N2CCN(C)CC2)cc1 (stereo unspecified)	-5	-22	15	0	-3	-1	-6	i	6	2
COc1ccc(NC(=O)n2nc(OC(=O)c3cccs3)cc2N)cc1	12	-105	5	0	-84	0	7	i	1	6
O=C(NCCc1ccc(Cl)cc1)c1ccc2nc(N3CCOCC3)sc2c1	8	-27	18	3	-11	0	24	i	-4	0
Cc1ccc(S(=O)(=O)Nc2cccnc2)cc1C	-12	-8	5	-2	7	0	-23	i	-3	-2
C=CCn1c(=O)c2c(nc3n2CCN3c2cccc(Cl)c2C)n(C)c1=O	1	-14	25	0	6	-1	-1	i	0	0
O=C(c1ccc(S(=O)(=O)N2CCCCC2)cc1)c1nnc(-c2ccc(Cl)cc2)o1	-1	9	21	-1	-16	.	-7	i	-7	-4
c1ccc(CCc2ccncc2)cc1	9	-7	8	-1	8	-4	56*	i	1	-4
C/C(=N\Nc1ncc(Cl)cc1Cl)c1ccc(OC(F)F)cc1	-23	-10	14	2	-62	-2	-25	i	-6	3
CCCNS(=O)(=O)c1ccc(CCC(=O)NCc2ccc3c(c2)OCO3)cc1	10	-8	0	3	6	-2	19	i	-2	0
CCOc1ccc(N2CC(C(=O)Nc3ccccn3)CC2=O)cc1 (stereo unspecified)	-1	-36	14	-3	12	0	0	i	0	1
Cc1cccn2c(=O)c(/C=C(\C#N)C(=O)NCc3ccccc3)c(N3CCC(C(N)=O)CC3)nc12	-29	11	23	-1	-7	2	-47	i	5	3
CCOC(=O)C1(Cc2ccccc2C)CCCN(Cc2cc(OC)c(O)c(OC)c2)C1 (stereo unspecified)	5	-2	27	1	-19	0	-5	i	0	1
c1nnc(NC2=NCCCCC2)s1	-5	-33	-9	3	-4	0	14	i	0	3
COc1ccc(N2C(=S)N(C(=O)c3ccccc3)C(=Nc3ccccc3)C2=Nc2ccccc2)cc1	24	-42	9	4	-120	-2	34	i	-6	-3
Cc1ccc(NC(=O)/C(=C/c2ccco2)c2ccccc2)c(C)c1	-37	-40	31	-2	-15	0	-48	i	0	5
Cc1cc(C)nc(SCC(=O)OC(C)C(=O)Nc2ccccc2)n1 (stereo unspecified)	-3	-22	27	-5	-9	-4	-15	i	-4	-5
Cc1cccc(CS(=O)(=O)Cc2ccc(C(=O)NCC3CCCO3)o2)c1 (stereo unspecified)	12	3	-1	2	-23	-3	20	i	-2	-3
Cn1c(SCC(=O)Nc2nncs2)nnc1C1CC1	7	-7	18	1	-25	-2	16	i	-7	0
The results go on.
SMILES	HSF1 inh	KLF5 inh	AI-2 QS mod	GSK3beta inhib	aSyn 5UTR inh	GSK3A inh	HSF-1 act	PolyA inh	IEC-6 cytotox	HSP90 inh
COC(=O)c1nnn(-c2nonc2N)c1CSc1nnc(C)s1	2	-4	21	-12	-18	12	-6	i	-3	3
Nc1ccc(C(=O)OCC(=O)Nc2ccc3c(c2)OCO3)cc1[N+](=O)[O-]	0	-20	16	2	-46	-2	-10	i	0	1
Cc1ccc(NCCC(=O)c2ccccc2)cc1Cl	-6	5	-15	4	-134	-2	-8	i	6	-7
CCc1nn(CC(=O)NCCC(C)C)c(=O)c2cc3c(OC)cccc3n12	-9	-2	9	3	2	1	7	i	-1	5
COc1cc(C(=O)NCC(=O)OCc2ccccc2Cl)cc(OC)c1OC	-9	-7	3	2	22	-2	-4	i	2	2
COc1ccc(-c2ncncc2-c2csc(C)n2)c(O)c1	-11	-12	16	1	-2	41	-10	i	-2	1
COc1cc(C(C2=C(O)CC(C)(C)CC2=O)C2C(=O)CC(C)(C)CC2=O)cc(OC)c1OC (stereo unspecified)	0	-20	-9	0	.	1	-3	i	0	-4
CCCCCCCNC(=O)CC(NS(=O)(=O)c1ccc(NC(C)=O)cc1)C(C)C (stereo unspecified)	3	10	13	3	13	-3	2	i	-2	1
COc1cccc(/C=N/NC(=O)CCNc2n[nH]c(=O)[nH]c2=O)c1OC	-3	-15	16	2	20	0	-21	i	-6	1
Cc1cc(C)n(-c2ccc(C(=O)OCC(=O)NCc3ccc(Cl)cc3)cc2)n1	-5	-31	9	3	26	-1	-12	i	-5	-3
CCN(CCCNC(=O)CCNC(=O)Cn1cnc2ccccc2c1=O)c1cccc(C)c1	-3	3	18	-1	21	-3	3	i	-2	-1
COC(=O)CCS(=O)(=O)c1ccc(Cl)cc1	1	4	41	3	-14	-4	3	i	-1	3
Cc1ccccc1C(=O)NNc1ccc([N+](=O)[O-])cc1	-3	-33	22	-1	-3	-3	0	i	1	-3
O=C(N/C(=C/c1cccnc1)C(=O)N1CCOCC1)c1ccccc1F	1	-21	19	1	-9	-2	9	i	-10	0
CC(=O)Nc1nnc(SCC(=O)c2ccc3c(c2)Cc2ccccc2-3)s1	-1	-10	9	1	31	0	28	i	-1	-1
CN1C(=O)CC2(CC(=O)N(Cc3ccccc3)C2)C1=O (stereo unspecified)	-17	-17	11	-2	10	-2	-36	i	0	-3
COc1ccccc1/C=C/C(=O)NC(=S)NC(C)C	9	-8	23	1	-93	-4	11	i	5	-3
S=c1[nH]nc(-c2ccncc2)n1CC1CCCO1 (stereo unspecified)	-3	-19	18	2	-1	-7	4	i	-3	13
COc1ccc(/C=C2\C(=N)N3N=C(CC(=O)N4CCCCC4)SC3=NC2=O)cc1	-7	5	28	0	-3	-2	-15	i	5	0

Compounds from the list above containing a halogen:
SMILES	HSF1 inh	KLF5 inh	AI-2 QS mod	GSK3beta inhib	aSyn 5UTR inh	GSK3A inh	HSF-1 act	PolyA inh	IEC-6 cytotox	HSP90 inh
CCOC(=O)N1CCN(Cc2cc(=O)oc3ccc(Cl)cc23)CC1	-8	-6	17	3	3	-3	11	i	-1	1
COC(=O)c1sccc1NC(=O)CC1C(=O)NCCN1C(=O)Nc1ccc(F)cc1F (stereo unspecified)	-4	-15	14	0	-1	0	-2	i	2	-1
COC(=O)c1c(Cl)c2n3ccccc3c(C)c(-c3ccccc3)c-2c1C(=O)OC	-3	-16	-2	-2	3	.	-3	i	-3	2
NC(=O)[C@@H]1CC2(CC(c3cccc(NC(=O)CC(c4ccccc4)c4ccccc4)c3)=NO2)CN1C(=O)c1ccc(Cl)cc1 (stereo partly specified)	-2	.	17	3	22	-4	0	i	.	.
O=C(NCCc1ccc(Cl)cc1)c1ccc2nc(N3CCOCC3)sc2c1	8	-27	18	3	-11	0	24	i	-4	0
C=CCn1c(=O)c2c(nc3n2CCN3c2cccc(Cl)c2C)n(C)c1=O	1	-14	25	0	6	-1	-1	i	0	0
O=C(c1ccc(S(=O)(=O)N2CCCCC2)cc1)c1nnc(-c2ccc(Cl)cc2)o1	-1	9	21	-1	-16	.	-7	i	-7	-4
C/C(=N\Nc1ncc(Cl)cc1Cl)c1ccc(OC(F)F)cc1	-23	-10	14	2	-62	-2	-25	i	-6	3
Cc1ccc(NCCC(=O)c2ccccc2)cc1Cl	-6	5	-15	4	-134	-2	-8	i	6	-7
COc1cc(C(=O)NCC(=O)OCc2ccccc2Cl)cc(OC)c1OC	-9	-7	3	2	22	-2	-4	i	2	2
Cc1cc(C)n(-c2ccc(C(=O)OCC(=O)NCc3ccc(Cl)cc3)cc2)n1	-5	-31	9	3	26	-1	-12	i	-5	-3
COC(=O)CCS(=O)(=O)c1ccc(Cl)cc1	1	4	41	3	-14	-4	3	i	-1	3
O=C(N/C(=C/c1cccnc1)C(=O)N1CCOCC1)c1ccccc1F	1	-21	19	1	-9	-2	9	i	-10	0
